SR-BI DiI-HDL act = enhances SR-BI lipid uptake from DiI-HDL | CHO ldlA[mSR-BI] cells, DiI-HDL uptake fluorescence, 3 h; 100 = double the neutral-control signal | 0.096% of 320,000 active | activation, % at 12.5 µM;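 active = mean replicate activation of at least 60% and every replicate at or above 60%; inconclusive = mean or all-replicate condition met, but not both; inactive = mean below 60% and not all replicates reaching 60%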;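 also: 0% = median plate neutral-control signal and 100% = twice that signal; values of inactives mirror those of a sister screen read the other way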
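System: LDL receptor-deficient CHO ldlA cells overexpressing murine SR-BI | Timing: 3 h uptake period with compound, 37 °C | Medium: HEPES-buffered (25 mM, pH 7.4) F12 plus 0.5% BSA | Dosing: Single-point compound dose | Signal: Bottom-read fluorescence, 550/595 nm | Read-out: Retained DiI signal reflecting DiI-HDL uptake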
Wnt act = activates Wnt/beta-catenin signaling in a reporter cell assay; activator, plate reader; activation, % at 9.35 µM; 1.2% of 300,000 active; AID 743398; in the data active = activation above about 30%, passing the limit was not always enough; inconclusive = no clear call, values can overlap the other calls;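 also: 0% = neutral control wells and 100% = positive control wells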
MITF act = MITF TRPM1 promoter activation in melanoma cells; activation, % at 12.5 µM; SK-MEL-5 TRPM1-promoter luciferase, 24 h; % of positive control, neutral wells = 0; AID 588334; 0.75% of 300,000 active;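 active = mean activation of at least 80% with every replicate also reaching 80%; inconclusive = mean reaches 80% but some replicate falls short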;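 also: 0% = neutral control wells and 100% = parthenolide positive control wells; values of inactives mirror those of a sister screen read the other way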
PvdQ inh = blocks Pseudomonas aeruginosa PvdQ acylase activity; purified PvdQ acylase, fluorescence plate reader; inhibition, % at 10 µM; 0.063% of 340,000 active; AID 488965; in the data active = inhibition above about 30%, passing the limit was not always enough; inconclusive = no clear call, values can overlap the other calls;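 also: 0% = vehicle neutral wells and 100% = reference inhibitor wells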
SR-BI HDL uptake = blocks mouse SR-BI lipid uptake from DiI-HDL; ldlA[mSR-BI] CHO cells, DiI-HDL uptake fluorescence, 3 h; inhibition, % at 12.5 µM; 0.96% of 320,000 active; AID 488896;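 active = mean replicate inhibition of at least 70% and a set share of replicates each scoring 70 or more; inconclusive = meets just one of the two criteria; inactive = fails both criteria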;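 also: 0% = median of neutral control wells and 100% = median of positive control wells; values of inactives mirror those of a sister screen read the other way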
Rtt109 Vps75 = C. albicans Rtt109 histone acetyltransferase inhibition | inhibition, % at 34.9 µM | purified Rtt109/Vps75, ThioGlo CoA-SH fluorescence, 4 h | 0.16% of 330,000 active | AID 540336 | Q5AAJ8;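 active = inhibition of at least 50% in every replicate; inconclusive = best replicate reaches 50% inhibition but some replicates fall short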
Target sequence (Q5AAJ8 whole entry, looked up): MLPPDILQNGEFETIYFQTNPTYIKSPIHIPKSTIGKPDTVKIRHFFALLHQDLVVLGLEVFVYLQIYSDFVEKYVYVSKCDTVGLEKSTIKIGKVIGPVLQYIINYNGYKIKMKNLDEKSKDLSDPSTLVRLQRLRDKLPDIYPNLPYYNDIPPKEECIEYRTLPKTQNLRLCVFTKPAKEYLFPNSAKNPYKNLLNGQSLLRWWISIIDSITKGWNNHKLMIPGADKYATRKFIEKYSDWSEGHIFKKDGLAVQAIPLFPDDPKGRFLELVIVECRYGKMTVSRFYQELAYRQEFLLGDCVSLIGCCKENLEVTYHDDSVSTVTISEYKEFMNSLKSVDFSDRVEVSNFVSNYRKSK
RTF Ca sens act = cardiac RTF calcium sensitization; AID 493008; IANBD-labeled TnC RTF fluorescence at EC20 calcium; 0% EC20 calcium, 100% full calcium; activation, % at 7.2 µM; 0.24% of 340,000 active; P19429+P45379;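 active = activation above the mean over all tested compounds plus 3 SD, cut at about 30% in these data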;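 also: rise in fluorescence read as greater calcium sensitivity of cardiac thin filaments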
dFosB act = mouse delta FosB homodimer activation. AID 493131. P13346. purified delta FosB, TAMRA-CDK5 oligo fluorescence polarization; percent of positive-control signal above neutral wells. 0.99% of 340,000 active. activation, % at 25 µM;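 active = mean activation above about 17%, with every replicate also reaching it, limit read from the data, passing the limit was not always enough; inconclusive = only one of the two conditions met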;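 also: fluorescence polarization rise as delta FosB binds a TAMRA Cdk5 AP-1 oligo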
Target sequence (P13346 whole entry, looked up): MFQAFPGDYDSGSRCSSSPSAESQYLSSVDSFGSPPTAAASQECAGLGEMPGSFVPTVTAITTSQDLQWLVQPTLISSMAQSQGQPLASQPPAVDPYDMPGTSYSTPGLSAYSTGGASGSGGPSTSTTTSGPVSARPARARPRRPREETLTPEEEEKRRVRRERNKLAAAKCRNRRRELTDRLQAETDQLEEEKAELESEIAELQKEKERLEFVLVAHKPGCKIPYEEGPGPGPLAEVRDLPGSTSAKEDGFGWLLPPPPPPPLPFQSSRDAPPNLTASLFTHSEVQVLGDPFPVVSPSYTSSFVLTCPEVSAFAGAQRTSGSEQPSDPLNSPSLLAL
HTR5A ag = HTR5A agonism, opioid heterodimer counter-screen; HTR5A agonist assay, luminescence, cell-based; P47898; 0.61% of 340,000 active; activation, % at 9.3 µM; in the data active = activation mostly above about 9.5%, no sharp cut-off; inactive = mostly below about 7.6%;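 also: 0% = cells with vehicle only and 100% = reference agonist; strong numbers were not always called active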
Target sequence (P47898 whole entry, looked up): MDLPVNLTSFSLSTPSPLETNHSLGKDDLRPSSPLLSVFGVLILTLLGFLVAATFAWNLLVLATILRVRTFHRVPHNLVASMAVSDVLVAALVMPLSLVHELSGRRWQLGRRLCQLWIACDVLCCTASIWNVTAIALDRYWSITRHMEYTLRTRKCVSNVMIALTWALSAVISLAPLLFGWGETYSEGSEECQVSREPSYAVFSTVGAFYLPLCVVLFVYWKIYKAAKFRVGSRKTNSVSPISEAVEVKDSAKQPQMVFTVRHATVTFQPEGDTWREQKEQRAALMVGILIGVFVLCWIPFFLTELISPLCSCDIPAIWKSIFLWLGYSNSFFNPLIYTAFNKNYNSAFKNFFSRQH
CDK5 inh = inhibitors of human CDK5/p35 kinase; inhibition, % at 10 µM; Q00535+Q15078; 0.01% of 330,000 active; AID 488839; Recombinant CDK5/p35, ADP-Glo luminescence, 60 min;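 active = highest replicate inhibition of at least 50% and at least 75% of replicates reaching 50%; inconclusive = only one of the two criteria met; inactive = both criteria failed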;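 also: plate controls were DMSO neutral control for no effect and GW8510 at 10 µM for full effect; many of its hits are not listed in these tables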
Active calls of the source: *; u = inconclusive; x = no result given.

SMILES	SR-BI DiI-HDL act	Wnt act	MITF act	PvdQ inh	SR-BI HDL uptake	Rtt109 Vps75	RTF Ca sens act	dFosB act	HTR5A ag	CDK5 inh
C=CCN(CC=C)Cc1c(O)ccc2c(=O)c(-c3ccccc3)coc12	-29	0	6	-8	29	2	-10	-5	1	-0.5
Cc1cccnc1NC(=O)CCNS(=O)(=O)c1ccc2c(c1)c(=O)n(C)c(=O)n2C	15	-1	7	4	-15	8	6	-7	1	-2.3
Cc1noc(C)c1NC(=O)Nc1cccc2c1O[C@@H](CN(C)C)[C@@H](C)CN([C@H](C)CO)C2=O	37	-3	-2	6	-37	-10	-2	-5	-2	-1.4
COc1cc(S(=O)(=O)N2CCOCC2)ccc1NC(=O)CN1c2cccc3cccc(c23)S1(=O)=O	22	-1	-6	-6	-22	0	-4	-10	-2	-2.0
OCC[C@H]1C[C@H](O)[C@@H](O)[C@]2(Cc3ccccc3O2)O1	7	3	8	-10	-7	-7	4	-9	3	-2.0
O=C(Nc1ccc(F)cc1)Nc1nnc(Cc2ccccc2)s1	-27	0	x	-19	27	1	2	10	7	-0.5
CCOC(=O)C1(Cc2ccccc2C)CCCN(C(=O)c2cc(CC)nn2C)C1 (stereo unspecified)	10	-2	12	-29	-10	5	11	-2	3	0.2
O=C(O)c1ccccc1C(=O)N1CCN(c2ncccn2)CC1	0	-1	4	-26	0	5	1	1	0	-3.6
CCOC(=O)N1CCN(S(=O)(=O)c2ccc3c(c2)SC(C)C(=O)N3)CC1 (stereo unspecified)	-12	-2	x	-13	12	-4	9	-7	3	-0.2
O=C(OCc1c(F)cccc1Cl)c1cnc2ccccc2n1	21	1	7	-5	-21	-13	-6	7	4	0.4
COc1ccc(/C=N/NC(=S)Nc2cccc(C(=O)O)c2)cc1	37	6	-10	8	-37	36	-8	4	-6	-0.3
CC(C)NC(=O)C(Cc1ccccc1)N1C(=O)c2ccccc2C1=O (stereo unspecified)	-7	x	0	-4	7	-10	-4	2	-8	0.0
CSc1ccc(C(=O)C2CCCN(C(=O)CCCn3cncn3)C2)cc1 (stereo unspecified)	9	0	x	5	-9	1	5	2	4	-0.8
COCCNS(=O)(=O)c1ccc(-c2ccc(S(=O)(=O)NCCOC)cc2)cc1	-3	x	-3	-7	3	-8	-1	6	4	1.7
CC(C)(C)NS(=O)(=O)c1ccc(Oc2ncc(C(F)(F)F)cc2Cl)cc1	-62	-23	-3	4	62	6	-5	-10	-3	-0.7
O=C(/C=C/c1ccc([N+](=O)[O-])cc1)N1CCN(Cc2ccccc2)CC1	-10	0	-1	-3	10	-2	-5	1	9	-0.8
CC(C)C[C@H](NC(=O)[C@H](Cc1ccccc1)n1c(=O)[nH]c2ccccc2c1=O)C(=O)N1CCC[C@@H]1C(=O)O	12	-1	-5	-1	-12	-11	2	-1	0	0.2
Cc1ccc(C)c(NC(=O)CN(C)C(=O)CSC(C)C(=O)Nc2cc(C)on2)c1 (stereo unspecified)	12	-3	-2	1	-12	0	-6	-3	-2	-1.3
Cc1ccc(C2(C)NC(=O)N(CC(=O)Nc3ccccc3C(=O)N3CCCCC3)C2=O)cc1 (stereo unspecified)	18	-1	-13	17	-18	2	-4	-7	6	1.0
CC1CCC(NC(=O)C2CCN(S(=O)(=O)c3ccc4nc5c(c(C(=O)O)c4c3)CC(C)CC5)CC2)CC1 (stereo unspecified)	8	-2	1	-12	-8	23	5	-15	0	-0.2
CCCc1cc(=O)[nH]c(SCC(=O)Nc2cc(S(=O)(=O)N3CCOCC3)ccc2Cl)n1	17	0	2	5	-17	-2	-3	3	2	0.9
Fc1ccc(Oc2nccc(-c3ccc(Cl)cc3)n2)cc1	-25	5	23	-8	25	-7	-3	-3	-1	2.5
Nc1ccc2ccccc2c1N=Nc1ccccc1	-44	15	-11	-11	44	-8	-7	1	-2	-2.0
CCOc1ncccc1C(=O)NCC(c1ccco1)N1CCCCC1 (stereo unspecified)	-2	0	8	-11	2	-1	0	-18	-2	-2.8
CCN1/C(=C2\OC(=S)N(C)C2=O)C=Cc2ccccc21	-1	0	3	7	1	4	0	2	1	-2.1

One compound at a time, as listed above. Order of values: SR-BI DiI-HDL act	Wnt act	MITF act	PvdQ inh	SR-BI HDL uptake	Rtt109 Vps75	RTF Ca sens act	dFosB act	HTR5A ag	CDK5 inh
`Cc1ccc(C2(C)NC(=O)N(CC(=O)Nc3ccccc3C(=O)N3CCCCC3)C2=O)cc1` (stereo unspecified) as listed: 18	-1	-13	17	-18	2	-4	-7	6	1.0
`CCN1/C(=C2\OC(=S)N(C)C2=O)C=Cc2ccccc21` as listed: -1	0	3	7	1	4	0	2	1	-2.1

As a short view, part of the list above:
SMILES	SR-BI DiI-HDL act	Wnt act	MITF act	PvdQ inh	SR-BI HDL uptake	Rtt109 Vps75	RTF Ca sens act	dFosB act	HTR5A ag	CDK5 inh
CCOC(=O)N1CCN(S(=O)(=O)c2ccc3c(c2)SC(C)C(=O)N3)CC1 (stereo unspecified)	-12	-2	x	-13	12	-4	9	-7	3	-0.2
O=C(OCc1c(F)cccc1Cl)c1cnc2ccccc2n1	21	1	7	-5	-21	-13	-6	7	4	0.4

Ordered by molecular weight (high to low): part of the list above.
SMILES	SR-BI DiI-HDL act	Wnt act	MITF act	PvdQ inh	SR-BI HDL uptake	Rtt109 Vps75	RTF Ca sens act	dFosB act	HTR5A ag	CDK5 inh
CC1CCC(NC(=O)C2CCN(S(=O)(=O)c3ccc4nc5c(c(C(=O)O)c4c3)CC(C)CC5)CC2)CC1 (stereo unspecified)	8	-2	1	-12	-8	23	5	-15	0	-0.2
CC(C)C[C@H](NC(=O)[C@H](Cc1ccccc1)n1c(=O)[nH]c2ccccc2c1=O)C(=O)N1CCC[C@@H]1C(=O)O	12	-1	-5	-1	-12	-11	2	-1	0	0.2
CC(C)NC(=O)C(Cc1ccccc1)N1C(=O)c2ccccc2C1=O (stereo unspecified)	-7	x	0	-4	7	-10	-4	2	-8	0.0

Returning to the listing, repeating the two entries before the break.
SMILES	SR-BI DiI-HDL act	Wnt act	MITF act	PvdQ inh	SR-BI HDL uptake	Rtt109 Vps75	RTF Ca sens act	dFosB act	HTR5A ag	CDK5 inh
CCOc1ncccc1C(=O)NCC(c1ccco1)N1CCCCC1 (stereo unspecified)	-2	0	8	-11	2	-1	0	-18	-2	-2.8
CCN1/C(=C2\OC(=S)N(C)C2=O)C=Cc2ccccc21	-1	0	3	7	1	4	0	2	1	-2.1
COc1ccc(C(=O)N2CCc3ccc(NC(=O)c4ccccn4)cc3C2)cc1F	-35	14	45	-6	35	15	2	-25	1	1.7
OCC1(CCOc2ccccc2)CCN(Cc2ccc(OC(F)F)cc2)CC1	6	-2	-7	7	-6	5	3	-4	6	1.5
O=C(COC(=O)Cc1ccc(F)cc1)Nc1ccc2[nH]c(=O)[nH]c2c1	11	2	-7	-3	-11	3	5	3	0	0.8
COc1ccc(C(=O)N/N=C2/SCC(=O)N2Cc2ccc3c(c2)OCO3)cc1OC	-7	x	-9	6	7	x	0	-4	-2	-0.1
Cn1c(=O)c2c(-c3ccccc3)n(Cc3cccnc3)cc2n(C)c1=O	14	1	3	-4	-14	6	1	-3	2	-0.2
CCC(c1nnnn1Cc1ccc(F)cc1)N(CCCO)Cc1cc2cc3c(cc2[nH]c1=O)OCO3 (stereo unspecified)	4	x	6	-7	-4	0	10	-10	-2	1.1
COC(=O)c1cccc(S(=O)(=O)N2CCCC2)c1	-4	-5	6	-3	4	-1	-2	-1	4	-0.6
O=C1C2C3C=CC(C3)C2C(=O)N1c1ccc2ccccc2n1 (stereo unspecified)	2	x	-3	-7	-2	8	-3	6	3	0.2
O=C(NNc1ccccc1)c1ccccc1	26	2	8	-4	-26	4	-5	-2	2	-1.7
COc1ccc(C2CC(=O)C(CS(=O)(=O)c3ccccc3)C(=O)C2)cc1 (stereo unspecified)	9	0	-4	-13	-9	u	x	-1	x	-1.4
O=C(O)Cn1nnnc1SCC(=O)Nc1ccccc1F	14	-2	-8	-11	-14	-10	9	2	-4	0.3
Cc1cc(Br)ccc1SCC(=O)OC/C(O)=C(\C#N)c1nc2ccccc2[nH]1	x	0	-9	-13	x	3	6	52*	3	0.1
O=C(NC1CC1(c1ccccc1)c1ccccc1)c1ccccc1 (stereo unspecified)	-53	1	-8	-15	53	-4	0	-14	-1	0.8
COc1cccc(CN2CCNC(=O)C2CC(=O)NCCOc2cccnc2)c1 (stereo unspecified)	16	x	9	-14	-16	-3	3	-3	3	-3.0
Cn1cc(C2OC(=O)c3ccccc32)c2ccccc21 (stereo unspecified)	-3	-5	-11	-13	3	1	-2	6	0	-0.7
Cc1cccc(NC(=S)NNC(=O)c2ccc(O)cc2O)c1C	-14	-1	2	-6	14	-8	-2	-2	0	0.9
CCCC1=[N+](CC(=O)c2ccccc2)CCn2cccc21	15	x	-10	-7	-15	7	5	-4	6	-7.6
CCOC(=O)c1cccc(NC(=O)CSc2nnc(COc3ccccc3C)o2)c1	1	x	6	1	-1	x	5	-8	-5	-4.0
Cc1cc(=O)[nH]c(SCC(=O)N2CCN(S(=O)(=O)c3ccccc3)C2)n1	8	-6	-8	-17	-8	-3	1	1	-5	-0.8
CCN(CC)CCNC(=O)CN1C(=O)COc2ccc(S(=O)(=O)N3CCOCC3)cc21	1	-6	3	9	-1	3	-5	-1	4	1.8
CCN(CC)C(=O)[C@H]1C[C@H](CC(=O)NCCN2CCOCC2)C(=O)N2CCc3c([nH]c4ccc(Cl)cc34)[C@]12C	-1	-1	1	-12	1	-5	-2	-1	-1	-2.9
Cc1cccc(CNC(=O)C2CCC(=O)N(C3CCCC3)C2)c1 (stereo unspecified)	-1	1	-2	-1	1	0	0	-6	-3	-0.7
COc1ccc(C(c2nnnn2CC2CCCO2)N2CCN(c3ccccc3)CC2)cc1 (stereo unspecified)	5	x	5	-8	-5	-16	2	-11	-2	-0.8
C=CCn1c(=S)[nH]c2cc(C(=O)N3CCN(c4ccccc4OC)CC3)ccc2c1=O	-3	-6	0	-8	3	3	0	-4	7	0.5
COc1ccc(OCc2cc(C(=O)NCCN3CCCc4ccccc43)no2)c(Cl)c1	-56	4	-10	-13	56	0	-1	-8	1	0.7
COc1ccc(CN2CCNC(=O)C2CC(=O)NC2CCCC2)c(OC)c1 (stereo unspecified)	12	-3	5	-11	-12	-2	-1	-5	2	-3.7
O=C(CC1Sc2ccccc2NC1=O)NNc1cccc(Cl)c1Cl (stereo unspecified)	-22	-4	10	-4	22	2	3	u	2	1.7
Cc1ccc(S(=O)(=O)N2CCC(C(=O)N[C@H](C(=O)NCC3CCCO3)C(C)C)CC2)cc1 (stereo partly specified)	2	x	-8	-3	-2	1	-3	-6	-2	-0.1
